Compound activity as filed in PubChem BioAssay.
GPR55 antagonists: GPR55 antagonists blocking LPI-driven arrestin recruitment, primary screen, imaging, U2OS, beta-arrestin-GFP, LPI agonist (AID 2013); 290,000 compounds, 0.13% hits; G-protein coupled receptor 55 (Homo sapiens); inhibition, % at 10 µM; hits with a dose series show IC50 in µM; U2OS GPR55 beta-arrestin-GFP translocation imaging, LPI antagonism; higher % means a stronger effect;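 active means spots per cell inhibited over 60%, with over 100 cells counted and total cytoplasm intensity under 500,000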;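 further: U2OS cells stably carrying GPR55 and arrestin-GFP stimulated by 5 µM LPI near EC80; imaged beta-arrestin-GFP aggregate spots per cell after agonist stimulation; plate controls were LPI-stimulated DMSO wells for no effect and DMSO wells without LPI for full effect; some results filed as inactive read as strong as hits; confirmed hits need IC50 under 10 µM and bright autofluorescent wells are also inconclusive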
MgcRacGAP inhibition: MgcRacGAP GTPase-activating activity inhibitors, confirmation, biochemical, ADP Hunter fluorescence | MgcRacGAP-stimulated Rac1 GTP hydrolysis, ADP Hunter fluorescence; higher % means a stronger effect; GST-tagged Rac1 F28L mutant substrate | Rac GTPase-activating protein 1 (Homo sapiens) | inhibition, % at 30 µM; hits with a dose series show IC50 in µM | 340,000 compounds, 0.6% hits;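 active means first-screen hits whose inhibition reached a set limit at any dose in the follow-up dose series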;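 further: fluorescence reports GDP produced by GAP-driven GTP hydrolysis; strong numbers were not always called active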
NTR1 agonist: agonists of NTR1, primary screen, imaging, U2OS cells, beta-arrestin-GFP, high content (AID 493036) | Neurotensin receptor type 1 (Homo sapiens), P30989 | NTR1-U2OS beta-arrestin-GFP spot imaging, agonist mode | activation, % at 20 µM | 330,000 compounds, 0.17% hits;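 active means activation at or above 40% of the spot to cytoplasm intensity ratio, with at least 20 cells analyzed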;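 further: 0% = DMSO without peptide and 100% = 100 nM NTR1 peptide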
Target sequence (P30989 whole entry, looked up): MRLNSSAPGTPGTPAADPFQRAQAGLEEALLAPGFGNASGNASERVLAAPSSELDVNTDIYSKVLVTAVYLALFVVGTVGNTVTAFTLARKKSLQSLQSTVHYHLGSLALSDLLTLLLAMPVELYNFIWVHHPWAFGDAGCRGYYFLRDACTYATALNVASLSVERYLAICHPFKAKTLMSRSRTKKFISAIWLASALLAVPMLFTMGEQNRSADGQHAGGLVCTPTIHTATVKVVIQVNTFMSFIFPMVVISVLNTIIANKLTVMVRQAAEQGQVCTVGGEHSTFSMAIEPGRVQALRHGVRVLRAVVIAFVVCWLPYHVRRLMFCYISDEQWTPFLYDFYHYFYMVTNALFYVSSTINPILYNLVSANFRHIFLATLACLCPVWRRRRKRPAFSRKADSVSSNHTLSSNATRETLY
GPR35 arrestin U2OS: GPR35 antagonists blocking zaprinast-driven arrestin recruitment, primary screen, imaging, U2OS, beta-arrestin-GFP, zaprinast agonist (AID 2058); G-protein coupled receptor 35 (Homo sapiens); U2OS GPR35 beta-arrestin-GFP translocation imaging, zaprinast antagonism; higher % means a stronger effect; one-dose inhibition, % at 10 µM; IC50 in µM for titrated hits; 290,000 compounds, 0.052% hits;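 active means inhibition of at least 50% with at least 30 cells and total cytoplasm GFP at most 10,000,000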
GPR55 beta-arrestin: GPR55 agonists via beta-arrestin recruitment, primary screen, imaging, U2OS cells, beta-arrestin-GFP redistribution (AID 1961) | U2OS GPR55 beta-arrestin-GFP redistribution imaging; higher % means a stronger effect | one-dose activation, % at 10 µM; EC50 in µM for titrated hits | 290,000 compounds, 0.048% hits;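 active means activation above 40% with more than 50 cells counted in the well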;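 further: U2OS osteosarcoma cells stably expressing GPR55 and beta-arrestin-GFP; plate controls were DMSO negative control for no effect and LPI positive control for full effect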
SV40 large T antigen: SV40 large T antigen inhibitors, biochemical (AID 1903). SV40 large T antigen ATPase/helicase inhibition assay; higher % means a stronger effect. inhibition, % at 20 µM; hits with a dose series show IC50 in µM. 310,000 compounds, 0.39% hits; in the data active means a potency from the dose series; further: strong numbers were not always called active
Yfh1-depleted yeast: enhancers of respiration in Yfh1-depleted yeast, dose response, Friedreich's ataxia, plus single-dose screen (AID 1465) | S. cerevisiae Yfh1-off respiration, WST-1 reduction, 72 h; higher fold induction means a stronger effect | fold induction at 50 µM; hits with a dose series show EC50 in µM | 220,000 compounds, 0.074% hits;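 active means fold induction of absorbance versus untreated yeast above a set limit, then at least 30% activation at any dose in follow-up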;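 further: activators that raise dye reduction in frataxin-depleted yeast; strong numbers were not always called active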
Dengue-2 NS5 capping: Dengue-2 NS5 methyltransferase inhibitors, primary screen, biochemical, confirmation dose response (AID 588689); 340,000 compounds, 0.3% hits; Genome polyprotein (Dengue virus type 2 (strain 16681-PDK53)); one-dose inhibition, % at 25 µM; IC50 in µM for titrated hits; Dengue-2 NS5 methyltransferase capping enzyme assay, biochemical; higher % means a stronger effect; in the data active means a potency from the dose series
AID2073: inhibitors of Mint1-CaV2.2 protein interaction, biochemical, HTRF (AID 2073). Voltage-dependent N-type calcium channel subunit alpha-1B (Homo sapiens). HTRF protein-protein interaction, Mint1-CaV2.2; higher % means a stronger effect. inhibition, % at 20 µM; hits with a dose series show IC50 in µM. 290,000 compounds, 0.19% hits; in the data active means inhibition mostly above about 51%, no sharp cut-off; further: some results filed as inactive read as strong as hits
NTR1 agonist cell count 20 µM: also measured in NTR1 agonist; calls as there; cell count; measured here: cell count, cytotoxicity flag
Dengue-2 NS5 capping pilot replicate: recorded beside Dengue-2 NS5 capping, whose call it bears; inhibition, %; measured here: pilot screen replicate inhibition
An asterisk follows results filed as active; i = inactive; nt = not tested or not shown; & = joins results of further samples. Rows are unselected. About 1.7% of those tested had a hit in this group.

SMILES	GPR55 antagonists	MgcRacGAP inhibition	NTR1 agonist	NTR1 agonist cell count 20 µM	GPR35 arrestin U2OS	GPR55 beta-arrestin	SV40 large T antigen	Yfh1-depleted yeast	Dengue-2 NS5 capping	AID2073	others
CC(=O)N1CCC(CCCC2CCN(C(C)=O)CC2)CC1	nt	7.4%	-1.7	89	nt	nt	17.2%	nt	-12.4%	nt
Cc1nc2ccccc2c(=O)n1/N=C1\C(=O)N(C)c2ccccc21	8.7%	nt	1.6	41	-9.8%	-0.1%	8.5%	i	nt	-9.0%
O=[N+]([O-])c1ccc(Cl)c(S(=O)(=O)n2ccnc2)c1	9.7%	-1.3%	0.7	56	3.6%	-0.1%	5.3%	i	-7.1%	-2.4%
Cc1cccc(-n2c(O)c(C=NCc3ccccn3)c3ccccc3c2=O)c1	-3.5%	5.5%	1.4	85	-5.0%	0.1%	2.7%	i	-6.2%	1.0%
COC(=O)C1CC(=O)N(CCc2c[nH]c3ccccc23)C1 (stereo unspecified)	-8.8%	7.7%	-1.1	74	1.8%	0.0%	6.1%	i	-4.8%	1.3%
Cc1cnc(C(=O)NCC(c2ccccc2)c2ccccc2)cn1	-6.2%	5.1%	-0.1	48	7.1%	0.2%	4.6%	i	-6.3%	14.5%
C/C(=C\c1ccccc1F)C(=O)c1c(C)cc(C)[nH]c1=O	6.7%	2.8%	1.5	60	1.1%	0.0%	0.1%	nt	-8.5%	7.3%
Cc1nnc(NC(=O)CSC2=NN3CCCC(=O)N=C3S2)s1	9.2%	1.9%	0.7	49	16.0%	-0.1%	7.3%	i	-3.9%	23.2%
COC(=O)c1sc(NC(=O)COc2ccc(OC)cc2)nc1C	nt	8.5%	-1.8	46	nt	nt	nt	i	4.3%	nt
COCCCNC(=S)N/N=C/c1ccc(OC)c(Br)c1	-1.6%	5.0%	2.7	51	6.3%	0.2%	9.6%	i	-0.8%	-18.4%
CCOC(=O)c1cc(NC(=O)N(C(C)C)C2CCCCC2)c(C)nc1C	8.2%	1.8%	-1.6	87	-10.0%	0.0%	8.0%	nt	-8.5%	10.1%
O=C1NCCSC1c1ccccc1 (stereo unspecified)	nt	1.3%	0.9	62	nt	nt	12.0%	nt	1.5%	nt
CCOC(=O)c1c(C)nc(-c2ccccc2)nc1NC(C)=O	6.3%	15.0%	-0.6	57	-1.7%	-0.2%	7.1%	i	-4.2%	11.3%
Cc1ccccc1/C=C/c1cc[n+](C)cc1	-2.7%	4.5%	0.2	48	-7.4%	-0.1%	18.6%	i	-7.0%	3.1%
CCC(=O)NCCc1c[nH]c2ccccc12	7.4%	2.5%	2.0	89	1.8%	-0.4%	12.9%	i	-2.4%	0.0%
CCc1nc2ccccc2n1CC(=O)OCC(=O)N(CC(C)C)c1c(N)n(Cc2ccccc2)c(=O)[nH]c1=O	nt	3.7%	0.4	61	nt	nt	13.6%	nt	0.7%	nt
Cc1nnc2n(-c3ccccc3)c(=O)c3c4c(sc3n12)COC(C(C)C)C4 (stereo unspecified)	0.7%	5.5%	3.2	43	-5.0%	-0.4%	5.3%	i	5.5%	5.7%
CCc1ccc(CN(C)C(=O)c2cc(S(=O)(=O)N3CCOCC3)ccc2N2CCCC2)cc1	nt	4.8%	0.2	65	nt	nt	22.0%	nt	-2.2%	nt
O=C(COC(=O)c1ccncc1)Nc1ccccc1	13.8%	-2.3%	-0.3	60	2.6%	-0.4%	-4.7%	i	-0.7%	12.2%
CC(=O)c1c(C)[nH]c(C(=O)OCC(=O)NCCc2ccc(F)cc2)c1C	21.4%	4.7%	-0.8	78	6.7%	-0.1%	0.6%	i	-6.5%	0.8%
O=[N+]([O-])c1cc(N=Nc2ccc3ccccc3c2)ccc1O	-6.6%	9.6%	nt	nt	-2.0%	-0.2%	7.3%	nt	6.1%	13.2%
NNC(=S)Nc1cccc(Cl)c1	-6.4%	7.1%	1.0	56	11.8%	-0.1%	21.2%	i	0.6%	-8.6%
CCn1cc([N+](=O)[O-])c(C(=O)Nc2ccc(Br)cn2)n1	25.9%	7.3%	-0.4	75	-9.5%	0.1%	0.2%	i	-10.4%	15.9%
COC(=O)c1c(NC(=O)Cc2ccccc2)sc2c1CCN(C(C)C)C2	9.3%	0.7%	2.3	41	-7.0%	-0.1%	7.2%	nt	1.4%	1.7%
Cc1nnc(NC(=O)CCN2C(=O)/C(=C\c3ccccc3)SC2=S)s1	-9.6%	13.5%	0.8	51	0.5%	-0.2%	5.1%	i	-6.4%	12.9%
(listing goes on)
SMILES	GPR55 antagonists	MgcRacGAP inhibition	NTR1 agonist	NTR1 agonist cell count 20 µM	GPR35 arrestin U2OS	GPR55 beta-arrestin	SV40 large T antigen	Yfh1-depleted yeast	Dengue-2 NS5 capping	AID2073	others
CCN1C(=O)c2cccc3c(S(=O)(=O)N(C(=O)c4cccnc4)c4ccc(OC)cc4)ccc1c23	-31.6%	6.5%	17.1	32	-15.3%	0.1%	6.4%	i	3.6%	31.2%
O=C(NC(=S)Nc1ccccc1[N+](=O)[O-])c1ccccc1	5.5%	10.1%	1.4	42	3.6%	-0.1%	28.2%	i	5.4%	-29.0%
COc1cc(NC(=O)COc2ccc(-n3cnnn3)cc2)c(OC)cc1Cl	-3.4%	6.4%	0.1	77	13.6%	0.2%	0.9%	i	-4.2%	44.8%
O=C(O)c1ccc(Cl)c(S(=O)(=O)N2CCCC2)c1	-6.1%	9.0%	-2.4	40	6.1%	-0.2%	7.1%	i	-0.9%	9.5%
CCc1nnc(NC(=O)C2CCN(C(=O)NC3CCCCC3)CC2)s1	9.7%	2.9%	-1.7	98	1.5%	-0.1%	4.8%	nt	-4.1%	-6.8%
O=C(Nc1c(C(=O)N2CCN(c3ccccn3)CC2)oc2ccccc12)c1ccc([N+](=O)[O-])cc1	4.1%	-4.4%	1.0	63	10.6%	-0.2%	nt	nt	-2.8%	10.7%
CCCN(c1ccc(C(C)C)cc1)S(=O)(=O)c1c(C)noc1C	4.2%	-4.0%	3.9	50	7.0%	-0.2%	7.3%	i	-2.9%	13.7%
CCc1[nH]nc2c1C(C1C=CCCC1)C(C#N)=C(N)O2 (stereo unspecified)	-8.2%	11.7%	0.3	82	-1.4%	0.2%	5.9%	i	-9.0%	-2.0%
CC(C)Cc1ccc(C(C)C(=O)Nc2ccccc2O)cc1 (stereo unspecified)	10.1%	-9.9%	14.6	46	-6.0%	1.3%	13.5%	i	-2.4%	36.6%
Cc1c(C(=O)NN2CCOCC2)oc2ccccc12	4.2%	2.0%	2.0	67	13.3%	0.2%	8.3%	i	-1.5%	-8.7%
CCOc1ccc2nc(N3C(=O)/C(=C/c4ccc(Cl)cc4)NC3=S)sc2c1	3.9%	8.8%	nt	nt	23.3%	2.3%	4.6%	i	-9.1%	5.5%
Cn1ncc(C(=O)N=S(C)(=O)c2ccccc2)c1[N+](=O)[O-] (stereo unspecified)	5.6%	-7.8%	1.1	57	-11.8%	-0.3%	4.3%	i	6.2%	-4.9%
CC(=O)c1cccc(NC(=S)Nc2ccc(F)cc2)c1	7.0%	12.2%	0.8	62	-12.4%	-0.1%	8.1%	nt	0.7%	-20.1%	Dengue-2 NS5 capping pilot replicate=3.3
O=Cc1c(NCCN2CCOCC2)c2ccccc2[nH]c1=O	1.5%	9.1%	2.4	54	8.3%	-0.3%	-4.7%	nt	3.5%	9.8%
Cc1ccc(C)c(-c2ccc(=O)n(Cc3ccc(F)cc3Cl)n2)c1	-5.1%	4.1%	13.9	81	10.4%	12.2%	14.6%	nt	-3.9%	9.5%
Cn1c(=O)n(C)c2cc(NS(=O)(=O)c3ccccc3)ccc21	8.0%	3.8%	-0.5	54	0.7%	-0.1%	3.5%	nt	2.2%	-4.1%
CC(Oc1ccc(Br)cc1)C(=O)Nc1cc(S(=O)(=O)N2CCOCC2)ccc1N1CCCC1 (stereo unspecified)	nt	2.5%	1.3	77	nt	nt	7.8%	nt	2.2%	nt
O=C(NC1CCCC1)c1cc2nc(-c3ccco3)cc(C(F)(F)F)n2n1	5.3%	6.2%	1.3	44	-7.0%	-0.2%	8.2%	nt	-11.6%	24.7%
CCCCCn1c(=N)n(CC(O)COc2ccccc2OC)c2ccccc21 (stereo unspecified)	10.9%&5.3%	9.0%&-8.9%	1.1&0.7	44&97	12.9%&-4.4%	-0.1%&-0.1%	3.8%	i	1.4%&-2.8%	-2.1%&-3.1%
COc1cc(C(=O)C(=O)c2ccc(O)c(OC)c2)ccc1O	-7.0%	13.4%	1.0	75	16.6%	-0.1%	25.8%	i	5.9%	4.2%
Cc1nc(C(=O)Nc2ccc(Cl)cc2Cl)nn1-c1cc(OC(C)C)c(Cl)cc1Cl	7.5%	9.5%	3.3	80	6.7%	-0.1%	4.0%	i	-2.0%	10.8%
COc1cccc(C(=O)N/N=C(/c2ccccc2)c2ccccn2)c1	-8.4%	12.7%	1.1	52	-4.3%	0.0%	6.0%	i	-3.2%	-0.7%
Cc1nnc(SCC(=O)NC2CCCCCC2)n1C(C)C	-14.1%	8.4%	0.4	73	-10.0%	-0.1%	6.1%	nt	6.5%	17.4%
COc1ccc(S(=O)(=O)N2CC(=O)Nc3ccccc32)cc1C	1.2%	12.9%	0.4	58	-2.3%	-0.2%	6.3%	nt	6.2%	-3.7%
O=c1[nH]c(/C=C/c2ccccc2Cl)c([N+](=O)[O-])c(=O)[nH]1	-8.5%	7.8%	0.7	63	32.8%	-0.2%	34.9%	nt	16.7%	0.9%
CSc1nnc(CNC(=O)c2ccccc2)n1-c1ccc(F)cc1	1.8%	4.3%	1.9	93	-14.4%	-0.1%	-1.8%	i	-9.7%	6.9%
CCC(O)C1CCN(C(=O)c2ccc(OC3CCN(Cc4ccccn4)CC3)cc2)CC1 (stereo unspecified)	-2.9%	-23.1%	0.8	54	1.4%	-0.1%	-0.5%	nt	2.6%	9.9%
COc1ccc(C2=NN(C(=O)c3ccccc3)C(c3ccc(OC)c(OC)c3)C2)c(OC(C)=O)c1 (stereo unspecified)	11.9%	-2.0%	-0.4	90	20.9%	0.3%	5.8%	nt	-9.1%	-1.9%
